# CAL PDZ FP-1: inhibitors of human CAL PDZ peptide binding; 300,000 tested, 0.92% active; AID 602252; Q9HD26; inhibition, % at 24.9 µM; purified CAL PDZ, TMR-peptide fluorescence polarization, 1 h;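 active = mean inhibition of at least 30% with at least half of replicates also reaching 30%; inconclusive = no clear call, values can overlap the other calls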;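 note: 0% = DMSO neutral control and 100% = excess unlabeled competitor peptide PRC23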
# Rtt109 Vps75: blocks Candida albicans Rtt109/Vps75 acetyltransferase activity; 330,000 tested, 0.16% active; Q5AAJ8; inhibition, % at 34.9 µM; AID 540336; purified Rtt109/Vps75, ThioGlo CoA-SH fluorescence, 4 h;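 active = inhibition of at least 50% in every replicate; inconclusive = best replicate reaches 50% inhibition but some replicates fall short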
# Target sequence (Q5AAJ8 whole entry, looked up): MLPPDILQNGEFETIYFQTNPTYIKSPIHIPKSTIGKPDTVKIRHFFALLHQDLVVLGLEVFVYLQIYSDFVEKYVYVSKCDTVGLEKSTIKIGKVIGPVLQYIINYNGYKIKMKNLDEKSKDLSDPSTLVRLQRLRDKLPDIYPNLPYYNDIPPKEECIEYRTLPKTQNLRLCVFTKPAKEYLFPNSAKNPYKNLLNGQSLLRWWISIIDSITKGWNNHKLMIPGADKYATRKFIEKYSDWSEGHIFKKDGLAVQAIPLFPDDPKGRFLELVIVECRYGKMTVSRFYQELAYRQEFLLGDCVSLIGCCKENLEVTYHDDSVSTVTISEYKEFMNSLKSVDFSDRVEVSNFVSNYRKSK
# CAL PDZ FP-2: blocks peptide binding to human CAL PDZ domain | Q9HD26 | purified CAL PDZ, TMR-peptide fluorescence polarization, 1 h | inhibition, % at 20 µM | 330,000 tested, 0.02% active | AID 504414;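 active = highest replicate inhibition of at least 40%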;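 note: plate controls were DMSO neutral control wells for no effect and unlabeled competitor peptide control wells for full effect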
#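 System: purified tagged CAL PDZ domain construct (CerCALP). Schedule: 1 h incubation at room temperature before polarization reading. Medium: 25 mM sodium phosphate pH 7.4, 150 mM NaCl, TCEP, IgG, Thesit. Read-out: percent inhibition from loss of millipolarization. Measured by: FP readout, S and P plane fluorescence. Probe or stimulus: fluorescent TMR peptide probe.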
# MITF act: MITF TRPM1 promoter activation in melanoma cells | SK-MEL-5 TRPM1-promoter luciferase, 24 h; % of positive control, neutral wells = 0 | activation, % at 12.5 µM | 300,000 tested, 0.75% active | AID 588334;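 active = mean activation of at least 80% with every replicate also reaching 80%; inconclusive = mean reaches 80% but some replicate falls short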;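 note: 0% = neutral control wells and 100% = parthenolide positive control wells; values of inactives mirror those of a sister screen read the other way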
# dFosB act: enhances mouse delta FosB homodimer DNA binding | P13346 | purified delta FosB, TAMRA-CDK5 oligo fluorescence polarization; percent of positive-control signal above neutral wells | activation, % at 25 µM | 340,000 tested, 0.99% active | AID 493131;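 active = mean activation above about 17%, with every replicate also reaching it, limit read from the data, passing the limit was not always enough; inconclusive = only one of the two conditions met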;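 note: fluorescence polarization rise as delta FosB binds a TAMRA Cdk5 AP-1 oligo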
# Target sequence (P13346 whole entry, looked up): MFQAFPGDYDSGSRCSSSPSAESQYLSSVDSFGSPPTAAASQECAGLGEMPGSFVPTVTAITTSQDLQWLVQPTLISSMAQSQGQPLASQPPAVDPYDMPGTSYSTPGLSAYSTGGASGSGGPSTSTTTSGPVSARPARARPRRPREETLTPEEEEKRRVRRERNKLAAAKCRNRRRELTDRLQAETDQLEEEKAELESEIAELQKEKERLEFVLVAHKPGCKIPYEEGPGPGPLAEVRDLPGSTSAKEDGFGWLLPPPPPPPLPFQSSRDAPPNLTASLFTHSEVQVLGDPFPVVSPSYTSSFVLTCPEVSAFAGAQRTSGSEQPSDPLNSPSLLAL
# Tat export inh: E. coli Tat transport inhibition; E. coli MC4100 TorA-mCherry Tat export, fluorescence; inhibition, % at 10 µM; 340,000 tested, 0.036% active;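 active = mean replicate inhibition at least 50% and at least half of replicates individually reaching 50%; inconclusive = only one of the two criteria met; inactive = neither criterion met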;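 note: exported cargo escapes ClpAP degradation while cytoplasmic cargo is degraded and loses fluorescence; 0% = median of neutral control wells and 100% = median of NaSCN control wells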
# Wnt bcat act: Wnt/beta-catenin pathway activation | Wnt/beta-catenin reporter cell assay, activator, plate reader | AID 743398 | 300,000 tested, 1.2% active | activation, % at 9.35 µM; in the data active = activation above about 30%, passing the limit was not always enough; inconclusive = no clear call, values can overlap the other calls;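 note: 0% = neutral control wells and 100% = positive control wells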
# RTF Ca sens act: increases calcium sensitivity of human cardiac regulated thin filaments. P19429+P45379. IANBD-labeled TnC RTF fluorescence at EC20 calcium; 0% EC20 calcium, 100% full calcium. activation, % at 7.2 µM. 340,000 tested, 0.24% active. AID 493008;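 active = activation above the mean over all tested compounds plus 3 SD, cut at about 30% in these data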;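 note: rise in fluorescence read as greater calcium sensitivity of cardiac thin filaments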
# CDK5 p35 inh: CDK5/p35 (human) kinase inhibition. Q00535+Q15078. Recombinant CDK5/p35, ADP-Glo luminescence, 60 min. inhibition, % at 10 µM. 330,000 tested, 0.01% active. AID 488839;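 active = highest replicate inhibition of at least 50% and at least 75% of replicates reaching 50%; inconclusive = only one of the two criteria met; inactive = both criteria failed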;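 note: plate controls were DMSO neutral control for no effect and GW8510 at 10 µM for full effect; many of its hits are not listed in these tables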
# V-ATPase pH: alters yeast V-ATPase proton transport. AID 504577. 350,000 tested, 0.37% active. response, % at 10 µM. S. cerevisiae, pHLuorin cytosolic pH fluorescence; in the data active = response mostly above about 7.3%, no sharp cut-off; inactive = mostly below about 5.4%; note: actives read high; inactives centre near 0; some compounds called inactive have numbers as strong as hits; reference of the scale not given here
# Starred values were filed as active, the others as inactive; ? = inconclusive; . = no result given.
SMILES,CAL PDZ FP-1,Rtt109 Vps75,CAL PDZ FP-2,MITF act,dFosB act,Tat export inh,Wnt bcat act,RTF Ca sens act,CDK5 p35 inh,V-ATPase pH
CC(=O)Nc1cccc(CP(=O)(c2ccccc2)c2ccccc2)c1,-6.7,1.0,-0.7,.,7.1,-2.2,1.6,-2.0,0.6,-0.1
CCc1ccc(NC(=O)C(C)OC(=O)CCN2C(=O)C3CC=CCC3C2=O)cc1 (stereo unspecified),.,-2.7,-1.2,5.7,1.8,-1.7,5.0,-5.1,0.0,0.2
C=CCn1c(-c2csc(-c3ccccc3)n2)n[nH]c1=S,-2.3,-2.2,-0.9,5.1,2.6,-5.4,1.4,-1.7,2.4,4.7
O=C(COC(=O)c1ccc(Br)o1)NCc1ccccc1Cl,-2.1,1.1,-0.7,.,-4.8,-9.2,-3.7,2.0,0.7,0.4
CC1CCN(c2ccc3c(c2)S(=O)(=O)c2cccc(C(=O)NC4CCCCC4)c2C3=O)CC1,0.7,0.7,-0.1,.,-3.2,-6.6,4.9,33.0*,0.6,10.0
Cc1cc(C)n(CCOc2nonc2N)n1,-2.1,-4.1,-2.5,-10.9,-7.6,-8.9,-14.5,-0.7,-1.3,-0.5
CC(=O)N1CCc2cc(S(=O)(=O)NCCC(=O)NCCc3ccc(Cl)cc3)ccc21,23.9,-1.1,-1.0,-17.9,-7.1,2.8,-3.4,-5.2,0.3,1.3
Cc1cc(C)n(-c2cc(N3CCN(S(=O)(=O)c4ccc(Cl)cc4)CC3)ccc2[N+](=O)[O-])n1,-6.4,-11.3,0.6,-19.4,-3.0,-2.6,-3.4,1.0,-2.1,-0.1
COC(=O)CCNS(=O)(=O)c1ccc2ccccc2c1,-0.7,5.5,-1.9,3.6,5.7,-3.0,-1.1,3.0,-2.9,0.4
CC(=O)NS(=O)(=O)c1ccc(NC(=O)CSc2ccccc2)cc1,14.8,-12.4,0.0,2.9,-7.9,0.6,16.9,2.1,-7.4,-1.2
O=C(Nc1ccc(Cl)c(S(=O)(=O)N2CCOCC2)c1)[C@@H]1CCCN1C(=O)c1cccs1,-1.3,-1.1,-0.2,6.1,2.3,-3.7,-4.1,-0.7,-0.1,5.2
COc1ccc(OCC(=O)Nc2ccc(N3CCN(C(=O)c4ccccc4C)CC3)cc2)cc1,-1.7,8.4,-0.2,-8.4,-6.2,-4.0,-1.5,4.7,-1.1,2.9
O=C(O)Cc1c(-c2ccccc2Cl)c2cc(Br)ccc2[nH]c1=O,5.3,-10.6,-1.6,-4.5,-8.1,-4.4,?,-2.9,-2.6,-4.0
CC(C)OCCCNCc1cccs1,-0.6,-8.7,.,9.2,5.1,5.4,.,9.5,0.1,-0.7
O=C(O)/C=C/c1cccc(NC(=O)Nc2ccc([N+](=O)[O-])cc2)c1,-1.8,-3.1,-3.0,-6.6,-0.4,-9.3,0.6,-7.8,-0.2,-4.1
CN1C(=O)[C@@H]2[C@@H]3C[C@@H]([C@H]4ON=C(c5ccc(Cl)cc5)[C@@H]34)[C@@H]2C1=O,-4.4,-1.4,-1.4,-2.2,-4.8,8.2,-3.6,12.9,-1.2,7.0
CCOP(=O)(c1ccccc1)C1(O)CCCCC1 (stereo unspecified),-7.2,-7.7,-0.8,9.7,2.3,-5.5,.,-5.0,-1.0,1.7
O=C(COc1ccc(C(=O)c2ccccc2)cc1)NC1CCCCCC1,15.2,3.0,-0.8,-8.0,-6.0,3.4,48.6*,11.1,3.7,6.3
COC(=O)CCC/C=C1/SCC(NC(=O)c2ccccc2)C1NC(C)=O (stereo unspecified),.,-3.1,0.9,.,0.0,-8.1,-0.4,-0.5,-5.1,0.5
NS(=O)(=O)c1cc(Cl)c(Cl)c(S(N)(=O)=O)c1,-3.9,2.1,-0.4,11.4,1.7,-2.3,-1.9,9.3,0.7,-0.3
COCCOc1ccc(C(F)(F)F)cc1Nc1nc2ccccc2o1,.,4.8,-0.3,69.8,-6.5,3.7,.,-6.2,0.7,-0.7
CN(C(=O)c1cccc(NC(=O)Cc2ccc(NC(=O)C3CCCN(C(=O)C4CCC4)C3)cc2)c1)C1CC1 (stereo unspecified),-2.5,-0.8,-0.2,-6.9,-0.9,13.6,-3.4,-5.1,-2.1,-0.4
COCC(=O)N(C)c1nnc(-c2ccccn2)s1,0.0,-14.1,-1.1,10.8,-12.1,-1.4,-1.0,-5.0,0.4,-0.2
CC(=O)OC1CC2(C)C(CCC2(O)C(C)=O)C2CCC3C(Cl)C(=O)CCC3(C)C12 (stereo unspecified),-4.7,-7.5,0.0,-13.0,-10.3,-4.6,-5.9,-5.8,-1.0,-2.6
Cc1n[nH]c(=O)nc1N/N=C/c1cccs1,-3.0,-4.6,-2.5,14.5,-7.0,4.8,3.6,-3.2,5.0,1.6
CCN(CC)S(=O)(=O)c1cc(NC(=O)C2=COCCO2)ccc1Cl,0.4,4.2,-2.6,-1.3,-2.4,-1.9,-0.4,-2.8,0.5,4.8
Cn1c(CNc2ccc(Br)cc2)nc2ccccc21,20.3,-4.0,-1.3,.,-5.9,12.0,39.6*,0.3,-0.1,1.3
Cc1ccc(OCCn2cc(C(=S)N3CCCC3)c3ccccc32)cc1C,0.5,7.3,-2.3,6.9,-13.4,-5.6,.,-2.6,-2.1,0.9
CCCCCCOc1ccc(N2C(=O)CC(N3CCC(C(=O)OCC)CC3)C2=O)cc1 (stereo unspecified),-5.5,4.0,-1.9,-1.0,-6.5,-0.3,.,-28.7,0.5,8.1
COc1ccccc1C(=O)NCC(=O)OCC(=O)N1CC(C)OC(C)C1 (stereo unspecified),-4.2,2.7,-3.0,4.0,-3.8,14.6,0.0,3.6,-2.0,-2.9
CN(CC(=O)Nc1cccc(F)c1)C(=O)C1(c2ccccc2)CC1,-7.5,4.2,-3.5,-2.2,-4.8,-0.3,6.3,5.6,-2.6,-0.7
O=C1c2ccccc2C(O)(c2ccccc2)N1CCc1ccccc1 (stereo unspecified),-7.9,9.3,-0.1,9.6,-6.5,1.2,4.0,1.2,1.3,-0.4
CCn1nnnc1SCC(=O)Nc1nc(C)c(C)s1,6.9,1.2,-3.9,.,5.1,0.9,12.0,0.0,-0.2,-2.8
CCN(CC)c1nc2c(c(=O)[nH]c(=O)n2C)n1Cc1ccccc1,.,1.0,-2.0,.,-2.0,10.5,-0.1,3.6,-1.7,-3.4
C/C(=N\OCC(=O)OCC(=O)N(Cc1ccccc1)C(C)(C)C)c1ccc2c(c1)OCO2,-0.9,12.7,-0.8,1.7,-10.6,1.7,-0.9,-11.2,1.0,0.8
O=C(COC(=O)CNC(=O)c1cc(Cl)cc([N+](=O)[O-])c1)NC(=O)NCc1ccco1,-1.7,-2.5,0.6,9.2,5.7,-8.8,4.1,-2.3,4.6,-0.1
CCc1ccc(NC(=O)Cc2cn(C)c3ccccc23)cc1,-5.6,10.5,-1.0,.,-18.0,-9.2,2.0,4.0,-0.3,2.4
COc1ccc(C(=O)Nn2c(SCc3ccc([N+](=O)[O-])cc3)nc3ccccc3c2=O)cc1,-5.9,6.2,-1.1,38.0,-5.1,-16.8,-1.1,10.2,0.7,-5.6
COc1ccc(-c2cc(C(=O)Nc3cc(OC)c(OC)c(OC)c3)no2)cc1OC,.,-0.7,-0.6,1.4,4.5,-8.7,-2.2,0.5,-0.6,0.1
OC1CCN(C(=S)NCCc2ccccc2)CC1,-1.8,6.3,-2.1,15.8,2.3,-1.0,3.6,-7.2,0.3,4.9
O=C(NCC(c1cccs1)N1CCOCC1)C1CCN(S(=O)(=O)c2cc(Cl)ccc2Cl)CC1 (stereo unspecified),-7.6,3.5,-2.1,8.5,-3.9,0.3,0.2,2.8,-1.1,3.5
CCN(CC)Cc1c(O)ccc2c([N+](=O)[O-])c(C)n(-c3ccc(OC)cc3)c12,.,2.0,-0.7,.,-4.0,-7.5,.,1.3,-1.1,5.3
C/C(=N\NC(=S)NCc1ccccc1)c1ccco1,0.2,0.0,0.9,12.2,-7.0,4.4,-0.8,5.9,-0.5,-1.1
CCN(CC)C(=O)CC(c1ccc(N(C)C)cc1)c1c(OC)cc(OC)c2c(-c3ccccc3)cc(=O)oc12 (stereo unspecified),1.2,-16.1,0.4,-9.5,-11.1,6.2,-3.6,0.1,1.4,-2.9
Cc1cc(C)cc(N(C(=O)C2CCCC2)C2C=CS(=O)(=O)C2)c1 (stereo unspecified),-1.5,.,-1.3,0.6,-4.0,-2.4,.,4.2,1.9,0.3
O=C(O)COCC(=O)Nc1ccc(-n2nc(C(F)(F)F)cc2-c2cccs2)cc1,-3.9,3.7,-0.9,.,-6.5,-2.7,1.2,.,-0.1,2.6
CCN(Cc1nc(-c2ccc(OC)c(OC)c2)no1)C(=O)c1ccc2c(c1)OCO2,-5.2,-11.1,-2.4,10.9,-9.4,0.2,-1.9,-1.9,-0.2,-0.6
N#Cc1nc(-c2cccc3ccccc23)oc1N,1.2,1.4,-3.9,15.0,-2.9,2.9,16.4,0.7,-1.8,2.5
Cc1ccc(NC2CCCN(C(=O)c3cccnc3)C2)cc1C (stereo unspecified),-2.4,-1.1,-0.8,-5.4,2.2,-2.1,-1.5,0.5,-0.3,-2.4
O=C(O)CCCC(=O)Nc1c(F)c(F)c(F)c(F)c1F,0.9,10.9,.,3.8,8.0,-1.8,-0.5,0.0,-0.5,2.8
CC(C)OC(=O)c1cccc(C(=O)Oc2ccc(Br)cc2)n1,-4.5,-4.6,-2.8,-7.3,-9.7,0.3,.,-1.4,-1.1,0.6
Cc1nc2ccccn2c1C(=O)c1ccccc1,-1.7,-1.3,.,-0.8,2.8,2.4,.,0.1,0.9,-2.6
CCOCc1cc(CN2CCC(CCC(=O)NC3CC3)CC2)ccc1OC,-0.3,41.3,0.4,-10.2,3.5,-9.8,-1.8,-4.5,-1.0,-1.8
O=C(CN(Cc1ccc(F)cc1)C(=O)CCC(=O)Nc1nccs1)NCC1CCCO1 (stereo unspecified),-2.2,12.9,-0.6,6.3,-4.9,-4.6,2.2,-4.0,0.1,-5.0
CCOc1ccc(OCCCC(=O)ON=C(N)c2ccccc2Cl)cc1,-5.9,-2.3,-0.7,-5.0,-3.1,2.6,-0.9,-7.1,1.2,-2.6
Cc1ccc(NC(=O)C(=O)NCC2CCCN2S(=O)(=O)c2cccs2)c(C)c1 (stereo unspecified),-1.5,14.5,-2.2,-7.2,-2.4,3.4,-3.3,-7.2,1.0,-5.2

# Source: PubChem BioAssay (several laboratories)
